DNMT1 block – blocks human DNA methyltransferase DNMT1 | DNMT1 molecular beacon, Hinp1I cleavage, fluorescence | inhibition (reported as % activation of signal), % at 10 µM | 360,000 tested, 0.83% active; in the data active = inhibition above about 50%
SKN-1 inh – C. elegans SKN-1 inhibition. C. elegans VP596 Pgst-4::GFP/RFP ratio, acrylamide-induced, 24 h. inhibition, % at 21.8 µM. 360,000 tested, 0.49% active;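 active = interference check ratio from 0.5 to 1.5 plus GFP to RFP signal ratio inhibition reaching or exceeding a fixed threshold, cut at about 30% in these data, passing the limit was not always enough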; also: some compounds called inactive have numbers as strong as hits
STEP block – inhibitors of human striatal-enriched phosphatase STEP | P54829 | recombinant STEP, OMFP fluorogenic substrate, fluorescence | inhibition, % at 20 µM | 360,000 tested, 0.25% active;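 active = inhibition at 20 µM, scaled per plate between control wells, above about 37%, limit read from the data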;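 also: 0% = DMSO with enzyme and substrate and 100% = substrate only without enzyme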
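Test system: STEP tyrosine phosphatase / Reagent: OMFP at 25 µM / Doses: 20 µM, 1% DMSO / Read-out: percent inhibition scaled to no-enzyme and uninhibited-enzyme controls, plate-pattern corrected / Detection: FITC-channel fluorescence of OMFP product / Medium: Bis-Tris buffer pH 6.0, 2.5 mM DTT, 0.005% Tween 20 / Schedule: 20 min at room temperature, dark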
Neddylation inh – inhibitors of human cullin neddylation. TR-FRET cullin neddylation, biochemical. calls only at 25 µM. 360,000 tested, 0.58% active. AID 651699; in the data active = inhibition above about 36%
Target sequence (P61081 whole entry, looked up): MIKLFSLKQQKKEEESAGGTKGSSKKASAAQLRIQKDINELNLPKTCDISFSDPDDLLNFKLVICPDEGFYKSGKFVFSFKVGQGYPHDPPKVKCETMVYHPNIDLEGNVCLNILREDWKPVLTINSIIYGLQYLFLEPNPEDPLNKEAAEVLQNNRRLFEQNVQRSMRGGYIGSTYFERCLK
Target sequence (Q13564 whole entry, looked up): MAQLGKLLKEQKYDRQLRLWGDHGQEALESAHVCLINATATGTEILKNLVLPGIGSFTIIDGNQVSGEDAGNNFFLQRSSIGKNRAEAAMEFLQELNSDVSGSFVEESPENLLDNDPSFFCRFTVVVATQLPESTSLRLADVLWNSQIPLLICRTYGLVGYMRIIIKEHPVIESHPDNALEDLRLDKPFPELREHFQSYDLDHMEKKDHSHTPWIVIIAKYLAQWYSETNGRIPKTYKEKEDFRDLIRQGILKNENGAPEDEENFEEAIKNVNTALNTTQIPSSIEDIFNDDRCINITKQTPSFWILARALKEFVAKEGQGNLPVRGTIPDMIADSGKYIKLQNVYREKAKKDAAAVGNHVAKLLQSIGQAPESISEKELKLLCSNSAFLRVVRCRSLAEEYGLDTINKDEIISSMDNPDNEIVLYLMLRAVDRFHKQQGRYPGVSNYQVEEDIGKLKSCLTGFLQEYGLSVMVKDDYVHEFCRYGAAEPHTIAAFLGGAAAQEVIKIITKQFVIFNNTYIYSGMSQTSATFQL
NadD inh – inhibitors of Staphylococcus aureus NadD; 360,000 tested, 0.78% active; inhibition, % at 20 µM; purified NadD enzyme, colorimetric absorbance read-out; in the data active = inhibition above about 26%; also: some compounds past the cut are filed as inactive
SUMO1 PPI mod – modulators of human SUMO1-mediated protein-protein interactions | P63165 | inhibition, % at 20 µM | SUMO1 binding to a labelled peptide, TR-FRET, 1 h | AID 602429 | 360,000 tested, 0.33% active; in the data active = inhibition above about 37%
Target sequence (P63165 whole entry, looked up): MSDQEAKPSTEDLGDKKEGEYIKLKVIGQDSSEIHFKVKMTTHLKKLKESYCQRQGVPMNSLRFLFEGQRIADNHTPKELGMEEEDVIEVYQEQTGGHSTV
Scp1 inh – blocks human Scp-1 phosphatase activity | 340,000 tested, 0.88% active | inhibition, % at 20 µM | Recombinant Scp1, phosphopeptide, malachite green phosphate absorbance;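 active = inhibition above about 50% at 20 µM, limit read from the data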;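 also: plate controls were DMSO wells with enzyme for no effect and wells lacking enzyme for full effect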
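assay system = SCP-1 phosphatase catalytic domain, residues 76-261 | buffer or medium = 50 mM Tris acetate pH 5.5, 0.005% Tween-20, 10 mM MgCl2 | incubation = enzyme reaction 45 min at room temperature, colour 5 min, stabilisation 30 min | signal = Phosphate-binding colour reagent, absorbance read at 630 nm | measure = % inhibition at 20 µM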
LMPTP block – blocks human LMPTP phosphatase; P24666; recombinant LMPTP-A, OMFP fluorogenic substrate, fluorescence intensity; inhibition, % at 20 µM; 360,000 tested, 0.22% active;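 active = compounds that cut the enzyme signal by at least half of the control window in the single-dose screen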;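 also: plate controls were DMSO wells with enzyme plus substrate for no effect and substrate without enzyme for full effect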
Target sequence (P24666 whole entry, looked up): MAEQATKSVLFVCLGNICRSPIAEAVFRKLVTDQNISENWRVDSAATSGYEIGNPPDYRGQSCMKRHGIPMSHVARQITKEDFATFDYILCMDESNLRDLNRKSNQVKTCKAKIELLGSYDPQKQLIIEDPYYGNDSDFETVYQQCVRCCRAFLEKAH
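test system = LMPTP-A | amount = 0.625 nM LMPTP-A final | reagent = fluorogenic phosphatase substrate OMFP at 400 µM final | incubation = 50 min at room temperature | benchmarks = no-enzyme low control, uninhibited high control | medium = Bis-Tris pH 6.0, DTT, detergent | signal = fluorescence intensity of OMFP turnover product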
Tb MetRS inh – blocks T. brucei methionyl-tRNA synthetase activity. inhibition, % at 11.9 µM. purified T. brucei MetRS, ATP depletion, Kinase-Glo luminescence. 360,000 tested, 0.4% active;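 active = inhibition above a per-plate cutoff of the control wells' mean inhibition plus 3 SD, cut at about 5.5% in these data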;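 also: 0% = DMSO wells median and 100% = median of wells with control inhibitor compound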
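technique = Kinase-Glo luminescence, ATP depletion format | system = purified MetRS (methionyl-tRNA synthetase) enzyme from Trypanosoma brucei | timing = 15 min preincubation, 2 h reaction, all 25 °C | evaluation = percent inhibition versus plate control medians | dosing = single dose, 11.9 µM final nominal, 0.9% final DMSO | also added = substrates ATP, L-methionine and bulk Escherichia coli tRNA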
CendR NRP1 mod – alters CendR peptide binding to human NRP-1; O14786; inhibition, % at 25 µM; AID 602438; 360,000 tested, 0.85% active; FAM-RPARPAR peptide binding to NRP-1, fluorescence polarization;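 active = inhibition or corrected inhibition above about 18%, plus a signal ratio from 0.5 to 1.5, limit read from the data, passing the limit was not always enough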; also: strong numbers were not always called active
* marks the source's active call; other numbers are inactive results; i = inactive; . = not tested or not shown.

SMILES	DNMT1 block	SKN-1 inh	STEP block	Neddylation inh	NadD inh	SUMO1 PPI mod	Scp1 inh	LMPTP block	Tb MetRS inh	CendR NRP1 mod
Cc1ccc(Cn2nnnc2CN2CCC(NC(=O)c3ccccc3F)CC2)cc1	3	-5	0	i	-1	-2	-3	-0.9	-0.6	10
Cc1ccc(N(C)S(=O)(=O)c2cccc(C(=O)Oc3ccc4c(C)cc(=O)oc4c3)c2)cc1	-2	3	3	.	-3	4	-10	0.8	-0.3	-40
CCCn1nc(C(=O)OCn2nnc3ccccc3c2=O)c2ccccc2c1=O	4	8	3	i	-3	-3	-5	1.4	-0.4	4
Cc1ccccc1C(=O)OCn1nnc2ccccc2c1=O	1	-9	0	i	-1	-6	-17	1.1	0.6	-13
NC(N)=Nc1nc(CSCC/C(N)=N/S(N)(=O)=O)cs1	-1	27	-2	i	-5	2	19	3.8	-0.7	-5
CCOc1ccccc1NC(=O)CN(c1ccc(OC)c(OC)c1)S(=O)(=O)c1ccc(C)cc1	-2	-8	2	i	-2	7	.	3.5	-0.3	1
O=C(NCc1ccccc1)c1nc(S(=O)(=O)Cc2ccccc2)ncc1Cl	0	4	1	i	-7	-1	-11	-2.2	-0.1	6
CCN(CC(=O)Nc1ccc(Br)cc1)CC(=O)Nc1cc(C)on1	-1	7	-1	i	-2	-3	7	-0.9	-0.4	-10
CCOC(=O)C1=C(C)c2ccccc2OC1(C)C(=O)OCC (stereo not drawn)	0	-11	1	i	-3	0	70*	-0.4	-0.5	-8
COc1ccc(CCNC(=O)CN2C(=O)CCSc3ccccc32)c(OC)c1	2	-2	-2	i	-1	-1	-6	-2.0	-0.6	8
N#CC1(NC(=O)COC(=O)c2cccc(-n3cnnn3)c2)CCCCC1	2	20	0	i	4	0	-1	-0.8	-0.3	0
Nn1cnc2sc3c(c2c1=O)CCC3	2	6	-1	i	-2	-1	-4	1.3	-0.7	12
O=[N+]([O-])c1ccc(NCc2ccccc2)nc1	-1	13	-1	i	1	-18	-5	-0.4	0.5	-9
Cc1ccc(C(=O)NC(=S)Nc2ccc3[nH]c(=O)[nH]c3c2)cc1	-6	4	-2	i	0	5	3	1.9	-0.6	21
CCOc1ccccc1N(CC(=O)Nc1ccc(OC)c(OC)c1)S(=O)(=O)c1ccccc1	-3	-5	-1	i	-8	1	3	-1.1	-1.3	-3
COC(=O)CC(CP(=O)(O)CN(C)C=O)C(=O)OC (stereo not drawn)	0	2	-1	i	-1	6	-11	-0.8	0.6	-1
Cn1c(=O)c2c(ncn2CC(=O)N2CCN(c3ccc([N+](=O)[O-])cc3)CC2)n(C)c1=O	1	-4	2	i	4	-30	-7	0.0	-0.1	-7
COc1ccc(/C=N/NC(=O)CN2CCS(=O)(=O)CC2)cc1	1	13	-2	i	2	-1	-6	-0.7	-0.5	-1
CC(=O)C(Sc1nnnn1-c1ccccc1)C(C)=O	2	-11	1	i	0	0	-9	-0.3	2.0	-2
O=C(O)CCCCCN1C(=O)/C(=C\c2cn(-c3ccccc3)nc2-c2cccs2)SC1=S	85*	-8	2	i	32*	114*	66*	5.0	-0.4	-109
N/C(=N\OC(=O)C1CCCCC1)c1ccccn1	0	2	-3	i	1	0	3	-1.0	0.3	-3
Cc1ccsc1/C=N/NC(=O)c1ccc2nc[nH]c2c1	-1	20	-1	i	1	-5	3	-0.3	-0.8	-2
Cc1ccc(S(=O)(=O)c2nc(-c3ccccc3)oc2N2CCC(C(N)=O)CC2)cc1	0	-11	0	i	0	10	-4	-0.1	0.0	-2
O=C(C=Cc1ccccc1O)c1ccccc1O	22	1	-2	i	-10	15	-21	1.3	-0.3	-6
CCn1c(C(=O)N2CCC(C(=O)NCc3ccc4c(c3)OCO4)CC2)cc2sccc21	-10	4	2	i	2	1	-14	0.5	0.2	0

(list continues)
SMILES	DNMT1 block	SKN-1 inh	STEP block	Neddylation inh	NadD inh	SUMO1 PPI mod	Scp1 inh	LMPTP block	Tb MetRS inh	CendR NRP1 mod
CC(C)CN(CCNC(=O)CN1C(=O)CSc2ccc(S(=O)(=O)N3CCOCC3)cc21)CC(C)C	1	-7	-2	i	-6	-1	2	-1.8	-0.7	3
CCCC(=O)N(Cc1cc2cc(OC)ccc2[nH]c1=O)c1ccccc1OC	2	18	1	i	0	4	.	1.1	0.3	-4
COc1cc(/C=N/n2cnnc2)ccc1OS(=O)(=O)c1ccccc1[N+](=O)[O-]	11	-20	0	i	2	7	3	1.1	-0.7	-18
O=c1cc(CN2CCC(Cc3ccccc3)CC2)nc2sccn12	-3	-2	-4	i	-6	1	-4	0.0	-0.2	-13
O=C1c2ccccc2CCC12N=NCC2c1ccccc1 (stereo not drawn)	-12	3	2	i	0	-3	-3	-1.4	-1.2	2
CCOC(=O)Cn1nc(C)n(-c2ccc(C(C)C)cc2)c1=O	2	2	-4	i	-2	0	-7	-1.8	-0.2	-2
CCOC(=O)C1CCN(C(=O)C2COc3ccccc3O2)CC1 (stereo not drawn)	0	-5	1	i	1	4	-4	0.7	1.0	2
COCCNc1nc(NCC2CCCCC2)c2sc(-c3ccccc3)cc2n1	-23	17	26	i	14	4	.	5.2	-0.4	-1
COc1ccc2[nH]cc(CC(=O)O)c2c1	6	-8	-2	i	-1	3	10	-1.5	-0.3	-9
COc1ccc2[nH]c(=O)c(CN(CC3CCCO3)C(=O)Nc3ccccc3OC)cc2c1 (stereo not drawn)	-3	-6	-4	i	9	1	4	-0.1	1.4	18
Cc1cccc(C)c1NC(=O)CN1CCN(c2ccc(F)cc2)CC1	0	-13	-1	i	-6	2	.	-1.3	-0.1	20*
CCN1c2ccccc2NC2C1C(C(C)=O)C(=O)N2c1ccc(Cl)cc1 (stereo not drawn)	-27	16	-2	i	37*	-15	-5	1.3	-0.1	-160
Cc1cc(C)c2cc(C#N)c(NCCCNC(=O)CCC(=O)O)nc2c1	-6	-27	-3	.	2	0	-3	-0.3	-0.1	-7
CCC(NCc1cccnc1)c1ccc(OC)c(OC)c1 (stereo not drawn)	6	-19	-2	i	-4	3	-1	-1.9	-0.5	1
COc1ccccc1CNC(=O)COC(=O)c1ccc(Cl)c(N)c1	0	5	3	i	-3	1	-3	-0.4	2.5	2
O=C(COc1ccccc1)Nc1ccc2c(c1)C(=O)N(CC1CCCO1)C2=O (stereo not drawn)	1	-2	-2	i	-4	-2	-8	-0.5	-0.3	-5
O=C(C1Cc2ccccc2CN1S(=O)(=O)c1ccc(F)cc1)N1CCOCC1 (stereo not drawn)	-2	6	8	i	-3	2	-4	0.3	-0.7	8
Cc1cccc(C(=O)NNC(=S)NC(=O)c2cccs2)c1	1	8	-2	i	5	-9	1	-1.4	-0.3	5
Cc1ccc2cc(CN(CC3CCCO3)C(=S)NCc3ccco3)c(=O)[nH]c2c1C (stereo not drawn)	3	-1	2	i	0	-2	0	0.3	-0.6	-4
COc1ccc(C(N)c2csc(Nc3nncc4ccccc34)n2)cc1 (stereo not drawn)	-6	29	5	i	11	-41	.	0.5	0.3	-12
Cc1[nH]c2ccccc2c1C(=O)CN1C(=O)C(=O)N(C2CCCC2)C1=O	0	12	-1	i	-2	2	-2	-0.9	-0.8	-10
Cc1cc2nc(-c3ccc(SCc4ccc(C#N)cc4)nc3)[nH]c2cc1C	-3	13	-16	i	18	4	3	1.8	0.4	-12
Cc1cc(N)ccc1-n1c(C)ccc1C	-24	19	10	i	15	-9	-14	6.2	0.2	-10
O=c1cnnc(Nc2cccc(F)c2)[nH]1	-4	8	-4	i	1	-1	1	0.0	1.1	0
CC(C)CN1C(=O)C(=O)N(CC(=O)N2CCC(Cc3ccccc3)CC2)C1=O	0	-6	-2	i	-5	-1	-6	-1.7	-0.8	3

The closing six entries of the section before lead into the next.
SMILES	DNMT1 block	SKN-1 inh	STEP block	Neddylation inh	NadD inh	SUMO1 PPI mod	Scp1 inh	LMPTP block	Tb MetRS inh	CendR NRP1 mod
COc1ccc(C(N)c2csc(Nc3nncc4ccccc34)n2)cc1 (stereo not drawn)	-6	29	5	i	11	-41	.	0.5	0.3	-12
Cc1[nH]c2ccccc2c1C(=O)CN1C(=O)C(=O)N(C2CCCC2)C1=O	0	12	-1	i	-2	2	-2	-0.9	-0.8	-10
Cc1cc2nc(-c3ccc(SCc4ccc(C#N)cc4)nc3)[nH]c2cc1C	-3	13	-16	i	18	4	3	1.8	0.4	-12
Cc1cc(N)ccc1-n1c(C)ccc1C	-24	19	10	i	15	-9	-14	6.2	0.2	-10
O=c1cnnc(Nc2cccc(F)c2)[nH]1	-4	8	-4	i	1	-1	1	0.0	1.1	0
CC(C)CN1C(=O)C(=O)N(CC(=O)N2CCC(Cc3ccccc3)CC2)C1=O	0	-6	-2	i	-5	-1	-6	-1.7	-0.8	3
COc1ccccc1N1CCN(C2CCCC(C)C2)CC1 (stereo not drawn)	3	-4	2	i	4	-2	-5	-1.4	-0.5	-2
CCc1cc2c(CN3CCN(CCO)CC3)cc(=O)oc2cc1O	3	7	1	.	-6	0	-6	-28	-0.8	7
Cc1ccc(SC/C(O)=C(\C#N)c2nc3ccccc3n2C)cc1	0	14	-1	i	4	6	4	0.2	0.4	3
CC(=O)N=c1n(C)c2ccccc2n1CCOc1ccccc1	9	3	4	i	3	0	-7	-0.7	0.0	-3
C/C=C/c1ccc(OCCOCCNCc2ccccc2)c(OC)c1	-2	15	3	i	-8	-12	-4	-2.2	-0.1	5
O=[N+]([O-])c1ccc2c(c1)-c1ccccc1C2=NO	-5	10	-2	i	-3	-16	-5	1.1	-0.3	-16
CC(C)N1C(=S)SC(C)(C)C1NO (stereo not drawn)	-3	-3	-1	i	4	-1	-6	-4.8	-0.6	-5
CCN1CCN(c2nc(-c3ccc(F)cc3)cc(=O)[nH]2)CC1	2	9	0	i	-8	2	-5	-1.2	-0.6	6
CC1=C(C(=O)NCc2ccccc2)C(c2cc(Br)cc(Br)c2OC(C)C)NC(=O)N1 (stereo not drawn)	-5	2	0	i	0	4	-5	-1.1	-0.5	-1
COc1ccc(C2=NN(C(=O)C(O)c3ccccc3)C(O)(C(F)(F)F)C2)cc1 (stereo not drawn)	-3	14	1	i	-6	-1	-9	0.2	-0.9	-2
Cc1cc(C)cc(NC(=O)CSCc2cnn(-c3ccccc3)c2-n2cccc2)c1	-10	14	-1	i	-8	4	-13	3.5	1.7	0
CC(=O)N1CCc2cc(S(=O)(=O)C(C)CC(=O)Nc3ccc(OC(F)(F)F)cc3)ccc21 (stereo not drawn)	-1	22	2	i	2	1	-10	0.1	0.2	-6
COc1ccc(-c2cc3ccc(OC)cc3cn2)cc1	4	10	4	i	-1	-8	-4	0.3	0.5	-2

Compound activity (PubChem BioAssay)
